Bioassay records: PubChem, several laboratories
HSP90 refold inh = blocks HSP90-mediated luciferase refolding in reticulocyte lysate | actives 0.91% (n = 290,000) | AID 1789 | Rabbit reticulocyte lysate, luciferase refolding luminescence, 3 h | inhibition, % at 5.6 µM;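 active = inhibition above the screen-wide mean plus 3 SD, computed separately per campaign, cut at about 16% in these data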;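 note: 0% = DMSO wells and 100% = 60 µM geldanamycin wells; inhibitors lower the luminescence because luciferase stays unfolded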
HSF1 inh = HSF1 inhibition | NIH3T3-HGL HSE-luciferase, MG132-induced, luminescence 8 h; hits give low values | activity change, negative = inhibition, % at 7.5 µM (by protocol) | actives 0.77% (n = 300,000) | AID 2098;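 active = more than half of replicate wells show activity change below -50%, luminescence cut by over half; inconclusive = some wells, but at most half, below -50%; inactive = no replicate well below -50%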;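 note: luciferase reports HSF-1 transcriptional activity via heat shock element; 0% = median of DMSO wells and -100% = zero luminescence signal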
Platelet DG rel = modulates dense granule release in human platelets. actives 0.22% (n = 300,000). AID 1663. human platelet-rich plasma, SFLLRN dense granule ATP release, luminescence. inhibition, %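 (compounds screened at 7.5 µM in platelet-rich plasma)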;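 active = mean replicate score, as percent of positive control, at or above 50; inconclusive = mean below 50 but at least one replicate at or above 50; inactive = mean and every replicate below 50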
HDAC3 inh = inhibitors of human histone deacetylase 3; O15379; recombinant HDAC3, fluorogenic peptide/trypsin coupled, fluorescence; inhibition, % at 8.3 µM; actives 0.15% (n = 320,000); AID 2718; in the data active = inhibition above about 26%, passing the limit was not always enough; inconclusive = no clear call, values can overlap the other calls
Target sequence (O15379 whole entry, looked up): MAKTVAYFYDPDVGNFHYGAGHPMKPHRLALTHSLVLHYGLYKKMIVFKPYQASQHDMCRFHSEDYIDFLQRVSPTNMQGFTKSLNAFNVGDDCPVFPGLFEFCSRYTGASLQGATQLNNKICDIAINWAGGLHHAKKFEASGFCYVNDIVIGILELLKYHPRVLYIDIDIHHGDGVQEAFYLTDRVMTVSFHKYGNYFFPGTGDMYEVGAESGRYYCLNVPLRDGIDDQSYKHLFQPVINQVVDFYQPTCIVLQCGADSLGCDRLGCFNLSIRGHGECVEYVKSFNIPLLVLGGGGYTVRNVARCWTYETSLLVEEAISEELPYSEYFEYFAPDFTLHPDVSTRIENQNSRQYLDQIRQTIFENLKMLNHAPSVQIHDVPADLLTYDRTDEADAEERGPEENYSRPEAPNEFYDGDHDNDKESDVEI
aSyn 5UTR inh = MLPCN primary screen, SNCA 5' untranslated region; alpha-synuclein 5'UTR reporter, inhibitor activity; inhibition, % (tested at 7.5 µM); actives 0.82% (n = 300,000); in the data active = inhibition above about 60%; inconclusive = no clear call, values can overlap the other calls;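 note: H4 neuroglioblastoma cells stably carrying SNCA 5'UTR luciferase fusion; 0% = DMSO wells and 100% = positive control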
HSF-1 act = increases HSF-1 driven luciferase reporter signal; NIH3T3-HGL HSF-1 luciferase reporter, MG132, 8 h; 100% = twice DMSO control signal; AID 504408; actives 1.7% (n = 300,000); activation, % at 9 µM;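 active = mean replicate activation of at least 50% with a set share of replicates each reaching 50%; inconclusive = only one of those two conditions met; inactive = mean below 50% and too few replicates reaching it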;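 note: 0% = median of the neutral control wells and 100% = twice that signal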
HIF activator = HIF pathway transcriptional activation; activation, % at 7.5 µM (by protocol); U2OS HRE-luciferase reporter, luminescence; normalized: DMSO 0%, desferrioxamine 100%; actives 0.32% (n = 300,000);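 active = mean activation of at least 10% of the iron chelator positive control signal, with at least half of replicates also reaching 10%; inconclusive = mean and replicate majority disagree about reaching 10%; inactive = mean and most replicates under 10%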
AI-2 QS mod = Vibrio harveyi AI-2 quorum sensing modulation; activity change, % at 7.5 µM; AID 2094; actives 0.4% (n = 300,000); Vibrio harveyi JMH597 AI-2 luminescence/OD600 ratio, 9 h; hits give low values; strain lacks LuxN and CqsS sensors; 0 = neutral-control median; in the data active = activity change below about -75%, passing the limit was not always enough; inconclusive = no clear call, values can overlap the other calls;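 note: luminescence divided by OD600 gain over 9 h not by final OD600 alone; inactives centre near 13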
IEC-6 tox = IEC-6 cytotoxicity, counter-screen for KLF5 inhibitors. luminescence viability. inhibition, % at 5 µM. actives 0.78% (n = 290,000); in the data active = inhibition above about 22%;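 note: 0% = plate median of test compound wells and 100% = cytotoxic reference compound wells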
KLF5 inhibitor = kruppel-like factor 5 inhibition; inhibition, % at 5 µM; actives 0.23% (n = 290,000); DLD-1 KLF5 promoter-luciferase reporter, luminescence;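 active = inhibition above a per-plate limit of that plate's mean compound inhibition plus 3 SD, cut at about 60% in these data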;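 note: 0% = DMSO wells and 100% = LY294002 at 200 µM; higher means less KLF5 promoter-driven luciferase light; inactives centre near -14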
An asterisk follows results filed as active; ? = inconclusive; . = not tested or not shown. Not a hit list; overall some 5% were active at least once.

SMILES	HSP90 refold inh	HSF1 inh	Platelet DG rel	HDAC3 inh	aSyn 5UTR inh	HSF-1 act	HIF activator	AI-2 QS mod	IEC-6 tox	KLF5 inhibitor
NNc1nc(N)c2c(n1)-c1ccccc1CC21CCCC1	1	-4	6	-7	20	-8	0.0	21	5	4
CN(C(=O)COC(=O)c1ccc(Br)o1)c1c(N)n(Cc2ccccc2)c(=O)[nH]c1=O	.	-4	0	0	-1	5	1.6	-2	.	.
Cc1cc(C)cc(N(C(=O)c2csnn2)C(C(=O)NC(C)(C)C)c2cccs2)c1 (stereo unspecified)	-3	1	4	-2	24	13	-0.2	-3	-5	13
O=C1OCc2ccc(NS(=O)(=O)c3ccc(C(F)(F)F)cc3)cc21	2	3	1	7	-2	-11	-0.9	13	0	2
CCN1C(=O)/C(=C/c2ccc(OCc3ccc(C(=O)O)cc3)c(Cl)c2)NC1=S	3	2	-10	2	-7	-10	0.7	41	-2	0
O=[N+]([O-])c1ccccc1NCc1ccc(Cl)cc1	-3	1	-9	-2	-11	24	0.8	6	-8	-11
Nc1cc(OC(=O)c2ccc(F)cc2)nn1S(=O)(=O)c1ccc(F)cc1	3	38	-1	60*	-17	76*	-0.2	23	1	-12
Cc1nn(Cc2ccc(Cl)cc2)c(C)c1NC(=O)C(c1ccccc1)c1ccccc1	-1	1	4	-2	35	1	0.1	8	6	-11
COCCN(C/C=C/c1ccccc1)C/C=C/c1ccccc1	7	4	9	-2	-14	-9	0.2	9	-3	-9
CCCCOc1cccc(C(=O)NC(=S)Nc2cccc(NC(=O)c3ccccc3Cl)c2)c1	-4	-2	-8	8	17	1	0.3	20	0	-6
O=C(Nc1ccc(O)cc1)c1ccc(NC(=O)C2CCCO2)cc1 (stereo unspecified)	-3	-4	-2	4	-14	-5	0.7	7	0	-37
CC(C)CC(=O)OCc1cn(-c2ccccc2)nn1	0	9	3	-4	-34	19	0.3	7	1	-15
COc1ccc(C2N(C(C)=O)CCN2S(=O)(=O)c2ccc(C)cc2)cc1 (stereo unspecified)	0	-1	3	-1	-22	-9	-0.2	25	-3	-13
C/C(=N\NC(=O)C(O)(c1ccccc1)c1ccccc1)c1ccc(C)o1	3	1	1	1	0	-13	-0.1	1	-4	-21
O=c1c2ccccc2c(C=Nc2ccccc2O)c(O)n1-c1nccs1	6	7	1	0	-8	7	-0.5	19	-4	-33
C/C(CC(=O)Nc1cccc(F)c1)=N\NC(=O)C(=O)NC1CCCCC1	-6	1	5	-4	-6	-4	-0.2	16	1	-29
Nc1nonc1OCCOCCOCCOc1nonc1N	-6	0	-13	0	26	-3	0.3	-2	-8	-47
CC(C)OCCCn1c(NN)nc2ccccc2c1=O	-5	-40	0	2	-30	-54	-0.1	5	-2	-29
COc1cc(CNc2ccc(N3CCOCC3)cc2)cc(Br)c1OC	3	-8	0	9	14	-15	0.2	2	2	-5
CCN(CC)CCNC(=O)Cn1nc(Cc2ccccc2)c2ccccc2c1=O	0	-3	0	2	7	-16	0.9	7	5	-15
CC(=O)c1ccc(NC(=O)[C@@]2(CC(=O)O)CC(/C=C/c3ccccc3)=NO2)cc1	0	-10	-6	13	-21	-2	3.7	23	2	-15
Cc1ccc(-c2noc(CSc3nnc(-c4ccncc4)n3-c3ccc(F)cc3)n2)cc1	1	13	-5	0	0	-2	0.6	6	-1	-3
COc1ccccc1CCNC(=O)C(=O)NCC1CCCN1S(=O)(=O)c1ccccc1 (stereo unspecified)	.	-6	16	5	20	-10	0.4	14	.	.
CCn1c(SCC(=O)OC)nnc1C1CCCCC1	-1	-6	2	-7	-16	-5	-1.0	11	-3	-5
Cc1ccc(C(C(=O)NCC2CCCO2)N(C(=O)c2snc(C(N)=O)c2N)c2ccc3c(c2)OCCO3)cc1 (stereo unspecified)	7	-4	-12	3	-3	-4	0.5	.	-2	11
(list continues)
SMILES	HSP90 refold inh	HSF1 inh	Platelet DG rel	HDAC3 inh	aSyn 5UTR inh	HSF-1 act	HIF activator	AI-2 QS mod	IEC-6 tox	KLF5 inhibitor
O=C(COc1ccc(Cl)cc1)N1CCN(C(=O)c2cccs2)CC1	0	4	1	-1	23	24	-0.1	29	-2	-43
CCOCCCn1c(=NC(C)=O)c(C#N)cc2c(=O)n3cccc(C)c3nc21	2	-1	-2	-325	2	-2	-0.2	27	7	10
N#Cc1c(N)nc2c(c1-c1ccc(F)cc1)c(=O)nc1sccn12	0	-6	10	-2	-11	5	-0.4	17	5	-31
Cc1cccc(-n2c(O)c(/C=N/NC(=O)c3ccccc3Cl)c3ccccc3c2=O)n1	5	-4	0	?	-1	-2	0.2	27	-6	-30
Cc1ccnc(NC(=O)Nc2ccc3c(c2)N(C)C(=O)CS3)c1	-3	30	3	-5	-97	69*	3.5	11	-23	-75
c1ccc(-c2nnnn2CCOCCn2nnnc2-c2ccccc2)cc1	-2	-1	-2	1	17	4	.	14	3	-1
Cc1ccc2c(CC(=O)N(CC3CCCO3)c3c(N)n(Cc4ccccc4)c(=O)[nH]c3=O)coc2c1 (stereo unspecified)	.	-3	10	12	16	5	0.0	13	.	.
O=c1[nH]c(SCc2ccccc2Cl)nc2[nH]ncc12	0	18	10	7	-2	30	-0.2	3	-2	-24
CCOC(=O)Nc1ccc(C(=O)c2ccncc2)cc1	-5	-2	1	-1	-2	11	-2.2	29	4	-24
N=c1c(S(=O)(=O)c2ccc(Cl)cc2)cc2c(=O)n3ccccc3nc2n1Cc1ccco1	2	86	-5	-36	28	137*	1.5	11	-20	3
CCOc1ccc(N=C2C(=O)Nc3ccc(C)c(Br)c32)cc1	-4	-12	21	-6	0	-20	-10	13	4	-52
O=C(CN1C(=O)C2C3C=CC(C4CC34)C2C1=O)Oc1ccccc1 (stereo unspecified)	-2	-5	4	-1	-2	17	-0.1	16	-2	-33
Cc1csc2c(N3CCN(C(=S)Nc4ccc(C(F)(F)F)cc4)CC3)ncnc12	1	-4	1	9	12	-13	0.0	9	-4	-3
O=C(Oc1ccccc1F)C1CCN(C(=O)c2ccc(F)cc2)CC1	.	-11	-5	2	-4	-29	0.1	18	.	.
COC(=O)c1cccc(C23CC4(C2)[C@H](CN(C)[C@@H]4c2ccccc2)C3c2ccccc2)c1 (stereo partly specified)	.	7	-2	3	-10	16	-0.2	-9	.	.
Cc1ccc(OCC(=O)NC(C)c2ccccc2)cc1 (stereo unspecified)	1	2	-2	4	7	10	-0.6	17	-2	-14
Cc1ccc(NC(=O)CCNS(=O)(=O)c2cccc3nonc23)cc1Cl	1	3	-2	8	10	2	0.2	14	1	-13
CNc1nc(Nc2ccc(C(C)=O)cc2)nc(OC(C(F)(F)F)C(F)(F)F)n1	-2	.	.	4	.	.	.	22	7	-28
O=C(Cc1sc(-c2ccccc2)nc1-c1ccccc1)Nc1ccccc1	6	0	-44	1	0	-17	-0.3	7	0	-5
Cc1ccc(-c2csc(NC(=O)c3cccc([N+](=O)[O-])c3)n2)cc1	4	20	0	4	-35	64*	0.4	21	3	-2
O=C(CN1CCOCC1)Nc1ccccc1-c1ccccc1	3	-4	1	-4	21	-1	-0.4	10	0	-22
CC1Cc2ccccc2N1C(=O)c1cccnc1 (stereo unspecified)	0	-6	-8	5	-32	-7	-0.2	-2	0	4
CCC(C)(C)NC(=O)C(c1ccc(O)cc1)N(Cc1ccco1)C(=O)CCC(=O)Nc1ccccn1 (stereo unspecified)	-2	0	-41	4	3	-12	-0.5	5	5	7
COCCN1CCn2c(nc3cc([N+](=O)[O-])ccc32)C1	0	.	0	9	-10	.	.	8	5	-29
Cc1ccc(S(=O)(=O)N2CCN(C(=O)c3ccc(Cl)nc3)CC2)cc1	-2	-4	-4	0	20	-6	0.0	21	-1	1
Next entries
SMILES	HSP90 refold inh	HSF1 inh	Platelet DG rel	HDAC3 inh	aSyn 5UTR inh	HSF-1 act	HIF activator	AI-2 QS mod	IEC-6 tox	KLF5 inhibitor
CN1CCN(C(=S)NC(=O)c2ccc(Cl)cc2)CC1	-2	-4	2	.	8	-3	-0.4	17	0	-6
O=S(=O)(Cc1ccccc1)Nc1cccc(Br)c1	-3	5	-4	3	-6	22	-2.9	2	-8	-12
O=C(CSc1nc2c(cnn2-c2ccccc2)c(=O)[nH]1)N1CCOCC1	-2	-7	.	-2	31	1	-1.0	29	6	-5
CN(C)CCN(C(=O)c1cccc(Cl)c1)c1nc2c(Cl)cccc2s1	-2	-2	7	.	1	-13	-0.9	-4	-1	-25
CCCc1nnc(SCc2ccc(OC)cc2)n1N	10	7	-2	-3	-14	20	-0.2	-25	5	-12
CN(C)/C=C/C(=O)c1ccc2noc(-c3ccc(F)cc3)c2c1	16	2	.	-4	-8	-10	1.0	8	-4	-51
COc1cccc(Cn2cnc3c(NS(=O)(=O)c4ccc(Cl)cc4)c(C)c(C)cc32)c1	-3	-13	0	6	0	-6	-0.6	12	-1	-12
COc1cccc(SCc2noc(C(=O)NC(C)C)c2C(=O)NC(C)C)c1	.	7	2	-2	-5	-10	-0.1	16	.	.
O=C(Cn1ccn(-c2ccc(F)c(Cl)c2)c(=O)c1=O)NCCc1ccccc1	.	-11	1	2	-2	5	-0.3	6	.	.
COc1ccc(-c2cc(=O)oc3cc(OCC(=O)NCC4CCC(C(=O)O)CC4)ccc23)cc1 (stereo unspecified)	1	2	-3	10	20	-5	-0.1	7	-2	-21
Cc1ccc(S(=O)(=O)c2nc(-c3ccccc3)oc2N2CCC(C(N)=O)CC2)cc1	1	-4	-1	-2	0	-2	0.1	13	2	10
O=S(=O)(NCC(c1ccco1)N1CCN(c2ccccc2F)CC1)c1ccc2c(c1)OCCO2 (stereo unspecified)	0	7	5	3	12	1	0.4	29	-4	-8
COc1ccc(COC(=O)CN2C(=O)NC3(CCCC3)C2=O)cc1F	.	5	2	-3	1	-5	-0.8	-4	.	.
O=C(CN1C(=O)C2CC=CCC2C1=O)NC1CCCc2ccccc21 (stereo unspecified)	0	1	2	-3	20	-12	-0.4	30	8	0
CCOc1ccc(NC(=O)NCCCCc2ccccc2)cc1	-4	0	15	-6	7	-2	-0.1	-2	-2	-25
CC(C)CN(C(=O)C1CCCCC1)C1CCS(=O)(=O)C1 (stereo unspecified)	.	-2	10	3	11	4	-0.7	5	.	.
COc1ccc(-c2n[nH]c(=S)n2/N=C/C=C/c2ccccc2OC)cc1	-2	-6	-5	6	0	9	3.5	10	-1	-4
Cn1c(C(=O)N2CCN(C(=O)c3ccco3)CC2)cc2c(=O)n3ccccc3nc21	-2	-3	9	-179	14	-2	-0.1	22	1	-9
CCOc1ccc(NC(=O)CN(C)C(=O)CSCc2cccc(C)c2)cc1OCC	.	0	-15	1	10	-8	0.2	3	.	.
COc1ccc(Br)c(C(=O)Nc2ccc(F)cc2)c1	3	-4	9	7	2	13	0.2	12	2	-23
CCN(CC)S(=O)(=O)c1ccc(-c2cn3cc(Cl)ccc3n2)cc1	-2	2	-1	-6	-91	3	0.2	.	6	-68
COc1cccc(NC(=O)Cn2cc3c(n2)CCCCC3)c1	-3	0	-2	-1	18	1	0.0	-49	1	-26
N#C/C(=C\c1ccccc1)C(=O)OCC(=O)N1CCCC1	-2	6	-3	0	6	5	-0.6	22	-4	-7
